# GPR151 ag = human GPR151 activation | Q8TDV0 | PathHunter beta-arrestin GPR151 cells, luminescence | activation, % at 11.2 µM | hit rate 1% among 650,000; in the data active means activation above about 4.9%;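 further: 0% = median of compound wells and 100% = cells with positive control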
# Target sequence (Q8TDV0 whole entry, looked up): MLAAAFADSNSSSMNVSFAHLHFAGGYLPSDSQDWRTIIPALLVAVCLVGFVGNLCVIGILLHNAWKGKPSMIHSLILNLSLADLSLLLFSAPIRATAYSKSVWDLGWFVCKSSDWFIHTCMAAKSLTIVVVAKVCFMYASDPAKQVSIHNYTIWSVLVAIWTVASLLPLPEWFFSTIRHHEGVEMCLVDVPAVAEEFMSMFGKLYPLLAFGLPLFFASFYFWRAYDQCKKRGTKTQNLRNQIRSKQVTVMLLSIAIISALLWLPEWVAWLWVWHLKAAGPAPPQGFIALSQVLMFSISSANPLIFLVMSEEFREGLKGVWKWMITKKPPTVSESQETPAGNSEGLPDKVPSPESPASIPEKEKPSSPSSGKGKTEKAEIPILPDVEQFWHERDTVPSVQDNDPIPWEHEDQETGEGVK
# MITF inh = blocks human microphthalmia-associated transcription factor; O75030; inhibition, % at 2.6 µM; AlphaScreen MITF homodimerization, bead proximity signal; hit rate 0.91% among 650,000; AID 1259374; in the data active means inhibition above about 50%;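 further: 0% = vehicle wells with protein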
# Target sequence (O75030 whole entry, looked up): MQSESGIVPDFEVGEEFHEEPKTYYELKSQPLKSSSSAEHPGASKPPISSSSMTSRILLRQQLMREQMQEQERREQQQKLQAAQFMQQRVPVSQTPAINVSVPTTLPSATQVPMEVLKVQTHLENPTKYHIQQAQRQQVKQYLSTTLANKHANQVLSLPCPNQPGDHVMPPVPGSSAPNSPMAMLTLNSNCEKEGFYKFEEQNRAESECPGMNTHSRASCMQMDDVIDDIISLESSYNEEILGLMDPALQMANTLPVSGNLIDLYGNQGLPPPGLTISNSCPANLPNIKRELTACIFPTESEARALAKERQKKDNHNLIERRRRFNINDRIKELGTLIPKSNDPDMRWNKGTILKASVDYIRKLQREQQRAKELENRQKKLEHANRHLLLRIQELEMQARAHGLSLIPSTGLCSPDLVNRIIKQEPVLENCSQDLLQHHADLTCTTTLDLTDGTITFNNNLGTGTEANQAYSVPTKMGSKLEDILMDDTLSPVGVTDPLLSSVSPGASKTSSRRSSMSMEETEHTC
# TEAD-YAP inh = TEAD-YAP interaction inhibition; HEK-TIYL cells, TEAD-Gal4/YAP UAS-luciferase luminescence; inhibition, % at 9.12 µM; hit rate 1.4% among 640,000; in the data active means inhibition above about 32%;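 further: 0% = median of test compound wells and 100% = reference inhibitor wells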
# FBW7 activator = human FBW7 E3 ligase activation, primary screen. AlphaScreen FBW7–phospho-cyclin E peptide binding, activator screen. normalized activity (activation), % at 26.1 µM. hit rate 0.13% among 650,000; in the data active means normalized activity above about 1.9%;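 further: purified mutant Fbw7 with reduced substrate affinity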
# An asterisk follows results filed as active; · = not tested or not shown.
SMILES,GPR151 ag,MITF inh,TEAD-YAP inh,FBW7 activator
CCCCc1ccc(NC(=O)c2ccc(Cl)c(Cl)c2)cc1,-0.9,2,-4,0.1
COc1ccc(C(CNC(=O)c2ccc(Br)cc2)N2CCN(C)CC2)cc1 (centres undefined),-0.2,13,9,0.1
CCOc1ccc(C=NCC(O)c2ccccc2)cc1 (centres undefined),-0.6,8,-12,0.1
O=C(c1cccc(N2C(=O)C3CC=CCC3C2=O)c1)N1CCN(c2ccccc2)CC1 (centres undefined),0.0,15,1,0.2
O=C(O)C1CCCCC1C(=O)Nc1ccc(S(=O)(=O)N2CCc3ccccc32)cc1 (centres undefined),-0.9,13,1,1.2
COCCNC(=O)c1c(NC(=O)COc2cccc3ccccc23)sc2c1CCCC2,0.4,-6,-11,0.0
Cc1cc(C)cc(OCC(=O)Nc2cccc(-c3nc4cc(C)cc(C)c4o3)c2)c1,-0.5,5,1,-0.1
O=C(O)CC(Cc1ccccc1)C(=O)Nc1cccc(C(F)(F)F)c1 (centres undefined),2.3,-19,0,0.1
O=C(COC(=O)C1CC1)c1ccc(Cl)s1,1.7,6,0,0.1
COc1cc(/C=N/Nc2nc(C)cc(=O)[nH]2)ccc1OC(=O)c1cccnc1,1.6,10,-4,0.3
Cc1cc(C(=O)Nc2c3c(nn2-c2ccccc2)CCC3)nn1C,0.5,8,5,-0.1
Cc1nc(C)c(C(=O)NCc2ccccc2Cl)o1,2.2,1,6,-0.1
O=C(NCCCn1ccnc1)c1cc(Br)c(Br)s1,-2.1,1,0,0.3
Brc1ccc(NC2=Nc3ccccc3CC2)cc1,1.0,8,5,0.6
Cc1cc(OC(=O)c2ccc(F)c(F)c2)c([N+](=O)[O-])c(=O)[nH]1,-1.3,14,8,0.6
COc1ccc(S(=O)(=O)Nc2ccccc2OC)cc1Br,1.1,9,-2,0.2
Cc1sc2nc3c(C#N)cc(C(=O)c4ccccc4O)cn3c(=O)c2c1C,0.8,15,-2,0.5
CC1=CC(C)C(C(=O)O)C(C(=O)Nc2ccccc2)C1 (centres undefined),0.4,9,14,-0.1
O=C(CSc1ncccn1)NC1CCCCC1,-0.8,6,4,-0.2
CCOC(=O)CC(NC(=O)c1cc(COc2ccc(F)cc2F)on1)C(C)C (centres undefined),-0.8,-7,2,0.0
COc1ccc(Nc2ncnc3c2cnn3-c2ccc(C)cc2C)c(OC)c1,-0.3,6,2,-0.1
O=C(OCc1cccc([N+](=O)[O-])c1)c1ccc(F)cc1,-0.3,-8,-3,-0.1
COc1ccc(C(C)=O)c(OC(=O)c2ccc(OC)c(OC)c2)c1,1.6,14,-9,0.0
COc1ccc(CNC(=O)CCc2nnc(Cc3cccc(C)c3)o2)cc1,1.1,14,-11,0.3

# 16 entries from above, arranged by SMILES length, descending.
SMILES,GPR151 ag,MITF inh,TEAD-YAP inh,FBW7 activator
O=C(c1cccc(N2C(=O)C3CC=CCC3C2=O)c1)N1CCN(c2ccccc2)CC1 (centres undefined),0.0,15,1,0.2
O=C(O)C1CCCCC1C(=O)Nc1ccc(S(=O)(=O)N2CCc3ccccc32)cc1 (centres undefined),-0.9,13,1,1.2
COc1cc(/C=N/Nc2nc(C)cc(=O)[nH]2)ccc1OC(=O)c1cccnc1,1.6,10,-4,0.3
COCCNC(=O)c1c(NC(=O)COc2cccc3ccccc23)sc2c1CCCC2,0.4,-6,-11,0.0
CCOC(=O)CC(NC(=O)c1cc(COc2ccc(F)cc2F)on1)C(C)C (centres undefined),-0.8,-7,2,0.0
COc1ccc(C(CNC(=O)c2ccc(Br)cc2)N2CCN(C)CC2)cc1 (centres undefined),-0.2,13,9,0.1
O=C(O)CC(Cc1ccccc1)C(=O)Nc1cccc(C(F)(F)F)c1 (centres undefined),2.3,-19,0,0.1
COc1ccc(CNC(=O)CCc2nnc(Cc3cccc(C)c3)o2)cc1,1.1,14,-11,0.3
Cc1cc(C(=O)Nc2c3c(nn2-c2ccccc2)CCC3)nn1C,0.5,8,5,-0.1
CC1=CC(C)C(C(=O)O)C(C(=O)Nc2ccccc2)C1 (centres undefined),0.4,9,14,-0.1
COc1ccc(S(=O)(=O)Nc2ccccc2OC)cc1Br,1.1,9,-2,0.2
O=C(NCCCn1ccnc1)c1cc(Br)c(Br)s1,-2.1,1,0,0.3
Cc1nc(C)c(C(=O)NCc2ccccc2Cl)o1,2.2,1,6,-0.1
CCOc1ccc(C=NCC(O)c2ccccc2)cc1 (centres undefined),-0.6,8,-12,0.1
O=C(COC(=O)C1CC1)c1ccc(Cl)s1,1.7,6,0,0.1
O=C(CSc1ncccn1)NC1CCCCC1,-0.8,6,4,-0.2

# Going on with the list.
SMILES,GPR151 ag,MITF inh,TEAD-YAP inh,FBW7 activator
O=C(NCC(=O)N1CCN(c2ccccc2)CC1)c1ccsc1,-0.5,2,-15,0.0
COc1cccc(-n2nnc3c(=O)n(CC(=O)Nc4ccc(Cl)cc4)cnc32)c1,2.8,15,12,-0.1
O=C(c1cccnc1)N1CCN(C(=O)c2cnccc2Nc2ccc(Cl)c(F)c2)CC1,-1.3,-3,-3,0.1
Brc1ccc(CSc2nnc3c(n2)[nH]c2ccccc23)cc1,-0.4,7,0,0.1
COc1cccc(CNC(=O)C2CCCN2c2nnc(N3CCCC3=O)s2)c1OC (centres undefined),-1.0,3,-2,0.1
COc1ccc(C(=O)CC(SCCO)c2ccc(F)cc2)cc1OC (centres undefined),0.1,13,-2,0.0
COc1ccc(Cl)cc1C1=N/C(=C/c2cc(OC)c(OC)c(OC)c2)C(=O)O1,1.3,12,0,-0.1
O=C(NNC(=O)C1c2ccccc2Oc2ccccc21)Nc1cccc(C(F)(F)F)c1,0.9,7,16,0.0
Cc1cc(NCc2cccnc2)c2ccc(Cl)cc2n1,0.7,6,6,0.6
Cc1ccc(C(=O)NCc2nc(-c3cccc(C)c3)no2)cc1,-0.7,4,-9,-0.1
COc1ccc(-c2nnc(SCc3nc(N)nc(Nc4ccccc4)n3)o2)cc1,-0.1,9,12,0.3
CC1(c2ccc(Cl)cc2)NC(=O)CS1 (centres undefined),0.7,-3,1,0.0
O=C(C1CC(=O)N(c2ccc(Cl)cc2)C1)N1CCCC(c2nnc(-c3ccccc3F)s2)C1 (centres undefined),-0.4,0,-9,-0.1
O=C1NC(=Nc2cccc(C(=O)O)c2)S/C1=C/c1cccc(O)c1,-1.8,7,2,-0.2
CC1=C(C(=O)OCC2CCCO2)C(c2ccccn2)C2=C(CC(C)(C)CC2=O)N1 (centres undefined),-0.1,9,3,0.4
COc1cc(C)c(/C=C2\C(=O)NC(=O)N(Cc3ccccc3)C2=O)cc1C,1.6,-9,4,0.1
Cc1ccc(NC(=O)CNS(=O)(=O)c2cccc3nonc23)cc1F,-0.6,7,7,0.0
CC(=O)c1ccccc1C(=O)N1CCC(CO)(CCOc2ccccc2)CC1,0.7,16,-9,0.1
C#CCSC1=C(C#N)C(c2ccccc2[N+](=O)[O-])C(C(C)=O)=C(C)N1 (centres undefined),-0.9,8,2,0.2
CC(C)(C)c1csc(NC(=O)c2ccc(Cl)c([N+](=O)[O-])c2)n1,1.7,17,-8,-0.1
COc1ccccc1NS(=O)(=O)c1c(F)cc(F)cc1Br,2.0,-7,-8,0.4
CCCCn1c2ccccc2c2cc(CC(N)=O)ccc21,0.1,3,-8,-0.2
Cc1ccc(CN[C@H]2C[C@H]3C(=O)N[C@H](CO)C(=O)N3C2)c(C)c1,0.1,-18,-3,-0.3
O=C(Nc1c2c(nn1-c1ccc([N+](=O)[O-])cc1)CSC2)c1ccccc1C(F)(F)F,1.0,-5,-11,0.0

# Arranged by SMILES length (low to high): some entries from above.
SMILES,GPR151 ag,MITF inh,TEAD-YAP inh,FBW7 activator
O=C(COC(=O)C1CC1)c1ccc(Cl)s1,1.7,6,0,0.1
CCCCc1ccc(NC(=O)c2ccc(Cl)c(Cl)c2)cc1,-0.9,2,-4,0.1
COc1ccc(CNC(=O)CCc2nnc(Cc3cccc(C)c3)o2)cc1,1.1,14,-11,0.3

# Going on with the list:
SMILES,GPR151 ag,MITF inh,TEAD-YAP inh,FBW7 activator
Cc1ccc(C)c(Nc2n[nH]c(=S)s2)c1,0.1,7,4,0.0
Nc1cc(=O)[nH]c(=O)n1CC12CC3CC(CC(C3)C1)C2,4.1,2,3,0.1
CCOC(=O)/C(C#N)=C/c1cc(Cl)cc(Cl)c1O,-0.3,8,2,0.9
CCOc1ccc(NC(=O)c2c(NC(=O)c3ccncc3)sc3c2CCC(C(C)(C)C)C3)cc1 (centres undefined),0.7,-1,5,0.2
CC(C)(C)C(=O)CSc1nsc(N)n1,-1.7,6,27,-0.8
CN1CCNC(=O)C1CC(=O)N(CCc1ccccc1)Cc1ccccc1 (centres undefined),-0.2,0,8,0.2
CCCN1C(=O)/C(=C/c2ccccc2)SC1=S,3.3,-2,3,0.0
Cc1cccc(CN2CCc3nnc(CNC(=O)CCc4cccnc4)n3CC2)c1,0.4,-5,5,0.1
c1cc(-c2cnn3ccc(Nc4ccc(N5CCOCC5)cc4)nc23)cs1,-1.0,-4,-8,-0.1
Cc1cc(/C=N\Nc2ccc([N+](=O)[O-])cn2)c(C)n1-c1ccc(C(=O)O)cc1,-0.6,34,-15,-0.1
COc1ccc(OC)c(C2C(C#N)=C(N)Oc3cc(O)ccc32)c1 (centres undefined),1.7,8,-12,0.5
Cc1ccc(/C=N/Nc2ccc(S(=O)(=O)N3CCOCC3)cc2[N+](=O)[O-])s1,1.5,11,11,0.0
O=C(Cc1c(F)cccc1Cl)N1CCC(c2cccnc2)CC1,0.6,4,5,0.1
C=CCN1C(=O)CC[C@@]23C1=NC(C(=O)OC)=C(C(=O)OC)[C@@H]2N(C)c1ccccc13,1.0,2,·,-0.1
CC(=O)Nc1ccc(C(=O)Nc2cc(C)on2)cc1,0.3,4,-10,0.0
O=C(O)c1ccc(CNCC2CC3C=CC2C3)cc1 (centres undefined),-0.8,11,10,-0.1
COc1ccc(-c2nn(CCC#N)c(=O)o2)c2ccccc12,-0.6,-2,11,0.3
C=CCn1c(C)cc(C(=O)COC(=O)/C=C/c2cccc(OC)c2)c1C,2.1,2,4,-0.2
CC1CN(C(=O)c2cn3ccsc3n2)CC(C)O1 (centres undefined),0.4,7,-8,0.1
CC(=O)Nc1ccc2c(c1)nc(C)n2-c1ccccc1,-0.2,14,-11,0.1
CCCN1C(=O)CCc2cc(NC(=O)Nc3ccc(Cl)cc3)ccc21,0.4,-13,2,-0.1
COc1ccccc1N=Cc1c(O)n(-c2ccccc2)c(=O)[nH]c1=O,0.4,-7,6,-0.1
C[C@H]1C(=O)N2CCN(Cc3cccs3)C[C@@H]2C(=O)N1C,-0.4,0,-1,0.6
CN(CC(=O)Nc1ccc(F)cc1)C(=O)CC12CC3CC(CC(Br)(C3)C1)C2,-1.8,6,-10,0.2
CCOc1ccc(Nc2nc(Nc3ccc(OCC)cc3)nc(Sc3nnc(C)s3)n2)cc1,-1.1,14,5,0.0
COc1cccc(/C=C/C(=O)NNC(=O)CCN2CCN(c3ccccc3)CC2)c1,0.5,-6,4,0.2
CN1CCN(CCOCCOc2cccc(Cl)c2Cl)CC1,-0.6,51*,-5,0.1
N#Cc1c(NC(=O)c2cc([N+](=O)[O-])nn2Cc2ccccc2)sc2c1CCC2,-1.5,-1,2,-0.3
O=C(NCc1cccs1)C(=O)Nc1cccc(Cl)c1Cl,0.3,-2,-25,0.1
OC(COc1ccc(CNCCCn2cccn2)cc1)CN1CCCCC1 (centres undefined),-0.4,18,0,0.2
Cc1ccc(C(=O)C2=C(O)C(=O)N(c3ncccn3)C2c2ccc([N+](=O)[O-])cc2)o1 (centres undefined),3.5,3,1,-0.1
CCOC(=O)c1c(NC(=O)c2ccccc2F)sc(C(=O)N2CCCCC2)c1C,0.2,-15,11,0.0
CC(C)(C)c1csc(CN2CCN(CC(=O)Nc3ccccc3F)CC2)n1,1.6,34,4,-0.2
O=C(Nc1ccccc1Cl)Nc1ccnn1C1CCN(C2CCSCC2)CC1,-0.8,-1,4,-0.1
O=C(COc1ccc(Cl)cc1Cl)Nc1c2c(nn1-c1ccc(F)cc1)CSC2,3.4,-2,9,0.0
COc1ccc(-c2csc(NC(=O)CCl)n2)cc1,-2.9,-1,-54,0.0
Cc1ccc(-c2cc(C(F)(F)F)n3nc(C(=O)Nc4ccc([N+](=O)[O-])cc4Cl)c(Cl)c3n2)cc1,1.5,-3,5,0.0
COC(=O)CN(c1ccc(OC)c(Cl)c1)S(=O)(=O)c1ccc(C)cc1,0.8,8,3,-0.2
CCOC(=O)C1CSc2[nH]c(=O)sc2C1c1ccccc1 (centres undefined),-0.6,4,-3,-0.1
Cc1ccccc1N(CC(=O)NCc1ccccn1)S(C)(=O)=O,0.2,3,4,0.0
Cc1ccc(C(=O)Nc2cccc(C(=O)O)c2)cc1S(=O)(=O)NCc1ccccc1,-2.2,1,-5,0.0
CCOC(=O)C1(Cc2ccc(OC)cc2)CCN(C(=O)c2cc(C(F)(F)F)[nH]n2)CC1,-0.3,13,6,0.4
O=C(Cc1cn(Cc2ccccc2)c2ccccc12)Nc1nccs1,-1.7,14,-9,0.4
Nc1cc(C(=O)N2CCN(c3ccc([N+](=O)[O-])cc3)CC2)ccc1N1CC2CC(C1)c1cccc(=O)n1C2 (centres undefined),-1.0,-3,-4,-0.1
Cc1cc(C(=O)CSc2nnc3ccccn23)c(C)n1C1CCCCC1,-1.6,8,60*,0.4
COc1cc(C(=O)Oc2cccc(C(=S)N3CCOCC3)c2)cc(OC)c1OC,0.6,38,1,0.6
CCCCNC(=O)CSc1nc2cc(C(=O)OC)ccc2c(=O)n1CCc1ccc(S(N)(=O)=O)cc1,4.2,0,1,0.0

# High-throughput results from PubChem.
